# High-throughput results from PubChem.
# E-sel inducer – E-selectin induction on HUVECs; P16581; HUVEC E-selectin immunofluorescence imaging; normalized: neutral wells 0, TNF-alpha wells 100; activation, % at 7.58 µM; hit rate 0.37% among 260,000;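 active means mean E-selectin-positive cell signal at least 10% of the positive control, reached in at least 60% of replicates, without over 20% cell loss; inconclusive means no rule given, readout overlaps actives, possibly toxicity-flagged; inactive means the rest, including those meeting only one limit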;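 further: in these data hits start at about 27%; measured in HUVEC primary endothelial cells; signal is the percent of cells scored E-selectin positive by PE staining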
# Target sequence (P16581 whole entry, looked up): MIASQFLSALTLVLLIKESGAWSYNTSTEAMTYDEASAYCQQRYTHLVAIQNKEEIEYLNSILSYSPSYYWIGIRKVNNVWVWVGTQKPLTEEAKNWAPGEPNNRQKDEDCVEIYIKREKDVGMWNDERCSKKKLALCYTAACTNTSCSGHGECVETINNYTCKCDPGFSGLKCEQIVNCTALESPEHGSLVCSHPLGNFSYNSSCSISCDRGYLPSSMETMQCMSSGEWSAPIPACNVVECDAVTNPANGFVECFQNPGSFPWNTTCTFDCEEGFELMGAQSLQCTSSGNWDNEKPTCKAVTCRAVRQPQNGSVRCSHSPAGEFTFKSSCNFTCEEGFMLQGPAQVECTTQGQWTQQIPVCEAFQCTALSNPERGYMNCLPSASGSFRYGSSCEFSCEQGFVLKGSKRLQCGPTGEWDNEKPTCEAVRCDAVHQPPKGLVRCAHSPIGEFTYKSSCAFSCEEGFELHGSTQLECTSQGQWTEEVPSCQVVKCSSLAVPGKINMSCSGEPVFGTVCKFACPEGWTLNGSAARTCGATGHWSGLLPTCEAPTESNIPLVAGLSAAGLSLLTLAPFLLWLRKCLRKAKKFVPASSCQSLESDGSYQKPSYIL
#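 Assay system: HUVEC primary endothelial cells. Input: 3,000 HUVEC seeded per well. Doses: one compound dose added by pin transfer. Read-out basis: % PE-positive cells. Benchmarks: TNF-alpha high, DMSO low. Detection: immunofluorescence imaging. Buffer or medium: EGM-2, gelatin.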
# RAD54 inh – RAD54 (human) branch migration inhibition. Q92698. RAD54 Holliday junction branch migration, FAM/BHQ fluorescence. inhibition, % at 10.4 µM. hit rate 0.14% among 360,000;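 active means mean normalized replicate activity at least 40 and at least half of replicates scoring 40 or more; inconclusive means only one of the two criteria met; inactive means mean below 40 and under half of replicates reaching 40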;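 further: 0% = median of neutral control wells and 100% = median of positive control wells; inhibitors cause a drop in the FAM fluorescence signal; in these data hits start at about 50%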
# Xi reactivation – X-chromosome reactivation activator; XiGFP mouse fibroblasts, % GFP-positive cells imaging, 3 d; cells co-treated with 5-aza-dC sensitizer; scaled so ellipticine positive control = 100%; activation, % at 7.58 µM; hit rate 0.055% among 360,000; AID 743238;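 active means mean normalized replicate activation at least 10% and every replicate at or above 10%; inconclusive means only one of the two criteria met; inactive means mean below 10% and not all replicates reach 10%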;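 further: 0% = median of on-plate neutral control wells and 100% = ellipticine 6 µM median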
#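 Material: XiGFP fibroblasts, SV40-immortalized. Buffer or medium: DMEM plus 5-aza-dC sensitizer. Compound: single concentration per compound, delivered by pin transfer. Times: 3 days compound exposure. Controls: ellipticine 6 µM.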
# CASP6 VEID inh – inhibitors of human caspase-6. P55212. purified caspase-6, Z-VEID-R110 cleavage fluorescence. inhibition, % at 12.5 µM. hit rate 0.53% among 350,000. AID 686996;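 active means mean inhibition across replicates at least about 35%, with every replicate also reaching that limit, limit read from the data; inconclusive means only one of the two criteria met; inactive means neither criterion met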;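 further: 0% = median of neutral control wells and 100% = no fluorescence left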
# Target sequence (P55212 24-179 limits assumed): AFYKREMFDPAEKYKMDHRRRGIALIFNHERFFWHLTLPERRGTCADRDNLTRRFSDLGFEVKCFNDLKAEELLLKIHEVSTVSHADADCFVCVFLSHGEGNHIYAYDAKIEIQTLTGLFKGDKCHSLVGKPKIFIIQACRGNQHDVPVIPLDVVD
# Target sequence (P55212 194-293 limits assumed): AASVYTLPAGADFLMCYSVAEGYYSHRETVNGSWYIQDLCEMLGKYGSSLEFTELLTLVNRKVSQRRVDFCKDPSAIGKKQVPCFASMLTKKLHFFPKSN
# CFTR F508del cor – CFTR F508del correction in bronchial cells; CFBE cells, YFP halide quenching; stimulated with forskolin plus potentiator P3; % fluorescence drop versus neutral controls; activity (quench increase), % at 7.58 µM; hit rate 0.36% among 350,000;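 active means mean added fluorescence quench of at least 8% versus neutral control, with both replicates also reaching 8%; inconclusive means only one of the mean or replicate conditions met; inactive means mean below 8% and not both replicates reaching 8%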;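 further: cells transiently co-express mutant CFTR-F508del with the halide-sensitive YFP; corrector assay measuring rescue of mutant channel to the surface after 24 h compound exposure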
# DENV2 CPE – DENV2-induced cell death inhibition; DENV2-infected cells, cytopathic effect rescue, plate reader; hit rate 1.7% among 350,000; CPE inhibition, % at 9.99 µM; in the data active means CPE inhibition above about 20%, passing the limit was not always enough; inconclusive means no clear call, values can overlap the other calls; tested in BHK-21 cells;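 further: 0% = median of neutral control wells and 100% = median of positive control wells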
# INS-1E GSIS act – primary screen for activators of insulin secretion dependent on glucose, INS-1E cells, GLuc reporter luminescence; INS-1E GLuc reporter insulin secretion, 2-3 h; activation, % at 16.6 µM; hit rate 0.61% among 370,000; AID 743287;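 active means lowest replicate activation of at least 40%, so every replicate reaches that level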;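 further: 0% = median of neutral control wells and 100% = median of IBMX positive control wells; some compounds called inactive have numbers as strong as hits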
# RAD52 anneal inh – RAD52 (human) annealing inhibition; P43351; recombinant RAD52 DNA annealing, FRET fluorescence; inhibition, % at 18.7 µM; hit rate 0.46% among 360,000; AID 651710;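 active means every replicate showing at least 50% inhibition; inconclusive means mean inhibition at least 50% but not in every replicate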
# * marks the source's active call; other numbers are inactive results; ? = inconclusive; · = no result given; & = joins results of further samples. Outcome played no part in choosing rows; any-hit rate near 3.7%.
SMILES,E-sel inducer,RAD54 inh,Xi reactivation,CASP6 VEID inh,CFTR F508del cor,DENV2 CPE,INS-1E GSIS act,RAD52 anneal inh
CCOc1ccc(NC(=O)CN(C)C(=O)c2cc3c(s2)CCC(C)C3)cc1OCC (stereo not given),2.9,-2,-0.1,6,-0.5,?,-63,-22
Cc1ccc(S(=O)(=O)N2C[C@@H]3N[C@H](C2)[C@@H]3c2ccc(-c3cccc(C)c3)cc2)cc1,0.3,·,0.1,·,0.4,-5,337,·
COc1ccc(C(=O)NNS(=O)(=O)c2ccc(C)cc2)cc1,·,·,0.1,-2,-2.2,·,0,-4
O=C(NCc1cccs1)c1csc([C@@H]2C[C@H](O)[C@@H](CO)O2)n1,-0.6,4,0.0,-1,2.5,-4,6,-7
Cc1noc(C)c1COC(=O)c1ccccc1NC(=O)c1ccco1,1.8,-2,0.2,1,4.5,-6,38,-35
Cc1cccc(Cn2ncc(Cl)c(Cl)c2=O)c1,·,3,·,-1,5.7,5,-20,-9
COc1ccc(NC(=O)Nc2ccc3c(c2)C(=O)N([C@H](C)CO)C[C@H](C)[C@H](CN(C)C)O3)cc1,·,15,·,0,-4.3,1,·,-5
C[C@@H]1CCCCO[C@H](CN(C)C(=O)Nc2ccc(F)cc2)[C@@H](C)CN([C@@H](C)CO)C(=O)c2cc(NC(=O)c3ccncc3)ccc2O1,-0.1,4,0.1,-1,0.6,4,17,4
CCn1c(=O)cc(OCC(=O)N(C)C2CCCCC2)c2ccccc21,·,-4,·,1,·,·,-1,-2
O=C(Nc1cccc(F)c1)C1CCCN(S(=O)(=O)c2cccc3cccnc23)C1 (stereo not given),·,0,0.1,-3,2.4,0,-34,1

# Reprinted at random: 3 entries already listed
SMILES,E-sel inducer,RAD54 inh,Xi reactivation,CASP6 VEID inh,CFTR F508del cor,DENV2 CPE,INS-1E GSIS act,RAD52 anneal inh
CCn1c(=O)cc(OCC(=O)N(C)C2CCCCC2)c2ccccc21,·,-4,·,1,·,·,-1,-2
COc1ccc(C(=O)NNS(=O)(=O)c2ccc(C)cc2)cc1,·,·,0.1,-2,-2.2,·,0,-4
O=C(Nc1cccc(F)c1)C1CCCN(S(=O)(=O)c2cccc3cccnc23)C1 (stereo not given),·,0,0.1,-3,2.4,0,-34,1

# Additional compounds.
SMILES,E-sel inducer,RAD54 inh,Xi reactivation,CASP6 VEID inh,CFTR F508del cor,DENV2 CPE,INS-1E GSIS act,RAD52 anneal inh
COc1cccc(-c2nc(CS(=O)(=O)CC(=O)NCCc3cc(OC)ccc3OC)c(C)o2)c1,-0.6,2,0.0,3,2.0,1,-2,-3
CC(C)OP(=O)(c1ccc(N(C)C)cc1)C(O)c1ccc(N(C)C)cc1 (stereo not given),2.5,0,0.0,-2,2.6,3,-6,-9
C[C@@H]1CCCCO[C@@H](CN(C)C(=O)Nc2ccc(F)cc2)[C@@H](C)CN([C@@H](C)CO)C(=O)c2cc(N(C)C)ccc2O1,-0.1,-5,-1.0,-2,-1.2,-8,0,10
CO[C@H]1CN(C)C(=O)c2ccc(NC(=O)C3CC3)cc2OC[C@H](C)N(Cc2ccncc2)C[C@@H]1C,1.7,-14,-0.4,-1,-1.1,0,8,5
COC(=O)c1ccc(C)c(NC(=O)CCc2ccc(OC)cc2)c1,-1.2,·,0.0,0,-0.5,-8,-6,-5
O=C(C[n+]1ccccc1)N/N=C/c1ccccc1C(F)(F)F,0.3,-2,-0.1,-5,-0.4,-1,10,-14
CCc1ccccc1NC(=O)C1COc2ccccc2O1 (stereo not given),0.3,5,0.5,4,0.4,-9,3,-12
CCCCNC(=S)NNC(=O)c1sccc1C,·,-8,·,2,1.9,3,-3,-9
COc1ccc(-c2ccc([C@H]3[C@@H](C#N)N(C(=O)NC4CCCCC4)[C@@H]3CO)cc2)cc1,2.1,3,-0.1,1,1.1,7,-5,18
CCN(CC)c1ncnc2c1nnn2C,0.5,-4,0.3,0,0.0,-5,12,-6

# One compound at a time, from the list above.
# CCc1ccccc1NC(=O)C1COc2ccccc2O1 (stereo not given) as listed: E-sel inducer: 0.3; RAD54 inh: 5; Xi reactivation: 0.5; CASP6 VEID inh: 4; CFTR F508del cor: 0.4; DENV2 CPE: -9; INS-1E GSIS act: 3; RAD52 anneal inh: -12
# C[C@@H]1CCCCO[C@@H](CN(C)C(=O)Nc2ccc(F)cc2)[C@@H](C)CN([C@@H](C)CO)C(=O)c2cc(N(C)C)ccc2O1 as listed: E-sel inducer: -0.1; RAD54 inh: -5; Xi reactivation: -1.0; CASP6 VEID inh: -2; CFTR F508del cor: -1.2; DENV2 CPE: -8; INS-1E GSIS act: 0; RAD52 anneal inh: 10

# The listing continues:
SMILES,E-sel inducer,RAD54 inh,Xi reactivation,CASP6 VEID inh,CFTR F508del cor,DENV2 CPE,INS-1E GSIS act,RAD52 anneal inh
COC(=O)C[C@H]1CC[C@@H]2[C@H](COc3ccc(NC(=O)c4cnccn4)cc3C(=O)N2C)O1,-0.1,3,0.3,57*,-2.6,0,-1,-5
CCNC(=O)C1=C(O)c2sccc2N(C)S1(=O)=O,·,·,0.0,4,-1.8,-9,21,-2
Cc1sc2ncn(CC(=O)NCCCC(=O)N3CCC(C)CC3)c(=O)c2c1C,3.0,7,0.2,5,-3.1,-1,-1,-9
C[C@H]1CN([C@@H](C)CO)C(=O)CCCn2nncc2CO[C@H]1CN(C)C(=O)Nc1cccc(Oc2ccccn2)c1,0.8,4&8,0.5,-3&0,1.0&1.2,11&1,3&-3,-8&-3
COCC(=O)N1CCCCN2[C@H](CO)[C@@H](c3ccc(-c4ccccc4)cc3)[C@@H]2C1,0.2,-1,0.0,0,0.7,6,33,-17
CCNC(=O)[C@H]1N[C@H]2c3ccc(-c4cccc(C(=O)N(C)C)c4)c(=O)n3C[C@H]2[C@@H]1CO,-0.8,-1,0.1,-1,1.7,3,21,-14
Oc1ccc2cc(Br)ccc2c1CN1CCCC1,0.3,-1,0.0,-7,-1.3,0,4,0
CC1(C)CC(=O)/C(=C(\O)CCCN2C(=O)c3ccccc3C2=O)C(=NCCO)C1,·,·,0.0,-2,-1.3,-1,18,-1
Cc1cc(NC(=S)Nc2cccc3ccccc23)n[nH]1,0.4,·,0.4,9,1.2,-1,-4,-7
CC(C)(Oc1ccc(Cl)cc1)C(=O)OCn1nnc2ccccc2c1=O,-0.1,3,1.7,2,2.4,-1,·,3
CO[C@@H]1CN(C)C(=O)c2ccc(NC(=O)C3CC3)cc2OC[C@H](C)NC[C@H]1C,0.5,-5,-0.2,1,4.5,-5,15,-1
C[C@H](CO)N1C[C@H](C)[C@H](CN(C)C)Oc2ccc(NS(=O)(=O)c3cccs3)cc2C1=O,0.4,7,0.2,-3,-3.5,3,7,-6
O=C(Nc1ccc(NC(=O)c2ccccc2F)cc1)c1cccs1,0.4,-1,0.3,-3,3.5,-4,1,-9
Cc1cc(C)c(NS(=O)(=O)c2ccc(NC(=O)/C=C/C(=O)O)cc2)c(C)c1,·,·,0.0,0,1.4,-1,5,-20
COc1ccc(CCNC(=O)C2(c3ccccc3)CC2)cc1,0.4,-11,0.1,-4,1.9,4,4,-4
CCC(=O)Nc1ccc2c(c1)C(=O)N(C)C[C@@H](OC)[C@@H](C)CN(C(=O)c1ccc(F)cc1)[C@@H](C)CO2,-0.2,6,0.0,0,0.2,-4,-2,-6
CCCCN1C(=N)N([C@@H](CCC)CN2CCC[C@H]2CN2C(N)=NC[C@H]2C(C)C)C[C@H]1[C@H](C)CC,-3.2,-3,-0.1,-23,0.7,-11,3,-6
COc1ccc(S(=O)(=O)N2CC=C(c3ccccc3)CC2)cc1OC,0.9,-4,0.0,1,-1.5,-6,3,-42
Cc1cccc2sc(NNC(=O)c3cc(=O)c4ccccc4o3)nc12,0.2,0,0.0,1,3.0,-1,·,-2
CO[C@H]1CC[C@@H]2CCN(C)C(=O)CCCN(C)C(=O)c3cc(C#N)ccc3OC[C@H]1O2,0.1,-1,0.0,-4,·,-1,11,-14
CSc1nnc2n(-c3ccc(C)cc3)c(=O)c3c4c(sc3n12)COC(C(C)C)C4 (stereo not given),-0.2,-18,1.1,-1,-1.5,3,-2,25
COc1ccc(CNC(=O)CC2(CC(=O)O)CCCCC2)cc1,-0.4,-5,-0.1,-1,-2.9,9,20,-14
Cc1cc(NC(=O)Cn2nc([N+](=O)[O-])c(Br)c2C)no1,·,·,0.0,4,0.5,-8,28,1
COc1ccccc1C1=CC(=O)C[C@H](c2ccc(F)cc2)C1,0.1,6,0.0,1,3.1,-9,1,-7
Cc1ccccc1NC(=S)N(Cc1ccco1)C(C)c1cccs1 (stereo not given),0.2,·,0.4,1,1.3,·,6,-3
CCc1nc2c(OCCc3cccc(OC)c3)cccn2c1N(C=O)Cc1ccc(OC)cc1,2.3,3,0.3,1,2.2,1,-16,-25
O=C(NCC1CCCCC1)c1ccc(=O)[nH]c1,1.6,-9,0.0,2,-1.6,-1,10,0
CN(C(=O)c1cccc(NC(=O)Cc2cccc(NC(=O)C3CCN(C(=O)C4CCCCC4)CC3)c2)c1)C1CC1,1.1,5,-0.1,0,-3.6,-12,-10,-7
CC(C)C[C@H](NS(=O)(=O)c1ccc(F)cc1F)C(=O)N1CCC[C@H]1C(=O)NCc1ccccc1,0.0,·,0.4,-3,-0.1,-1,-9,-13
O=S(=O)(ON(c1ccccc1)S(=O)(=O)c1ccccc1)c1ccccc1,0.1,-3,0.2,2,·,·,7,-29
CC(C)NC(=O)CCNC(=O)c1ccc(F)cc1,·,-19,·,-1,-2.5,7,6,-9
COc1ccc(C2=NNC(=O)C2(C)Br)cc1 (stereo not given),-0.3,·,0.0,-1,-2.7,-2,·,1
Cc1c(C(=O)N2CCCC2)oc2c1-c1nn(CC(=O)NCCCN3CCCCC3C)cc1CC2 (stereo not given),·,-18,0.1,-37,3.0,?,4,-32
COc1ccc(NC(=O)Nc2ccc3c(c2)CC(=O)N([C@@H](C)CO)C[C@@H](C)[C@@H](CN(C)S(=O)(=O)c2ccccc2)O3)cc1,1.9,·,0.3,0,-1.5,-4,-19,7
Cn1cnc(S(=O)(=O)N2CCCCN3[C@H](C2)[C@H](c2ccc(-c4cccc(F)c4)cc2)[C@@H]3CO)c1,0.1,-15,0.4,2,-1.1,13,-23,6
CCc1ccc(N(CC(=O)NC2CCCC2)C(=O)CCC(=O)Nc2ccccn2)cc1,-0.2,-7,0.5,-3,0.3,-3,19,-15
CCCn1c(O)c(N=NC(=O)c2cccnc2)c2cc(Br)ccc21,·,-2,0.2,-1,-2.4,0,41*,-5
Cc1ccc(OCC(=O)Nc2ccc(N3CCN(S(C)(=O)=O)CC3)cc2)cc1,·,·,0.0,2,1.1,6,9,-4
O=C(NCC1CCCO1)c1cccs1 (stereo not given),·,0,·,-7,-1.4,1,11,-15
Cn1cnc(S(=O)(=O)N[C@@H]2C=C[C@H](CC(=O)N3CCN(c4ccccc4)CC3)O[C@H]2CO)c1,-0.2,-10,0.1,2,3.4,0,14,-102
COCc1cc(=O)[nH]c(-c2ccccc2OC(F)(F)F)n1,0.1,2,0.0,2,-0.4,-4,·,-9
CCOc1cc(C(=O)N/N=C/c2ccsc2)cc(OCC)c1OCC,-2.1,·,0.1,0,·,4,-12,-11
